K1F lysis inhibition: inhibition of K1F phage lysis, E. coli UTI89, bacterial capsule biogenesis inhibitors, alamar blue (AID 488966); E. coli UTI89 K1F phage lysis, alamar blue, 2 h; higher % means a stronger effect; inhibition, % at 100 µM; hits with a dose series show IC50 in µM; 0.02% of 340,000 active;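 active means phage lysis inhibition, versus mean bacterial control, above a set limit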;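 further: capsule biogenesis inhibitors block K1F phage lysis so surviving cells raise fluorescence; higher fluorescence means more inhibition of phage lysis; actives were called in the ten point dose series up to 300 µM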
NOD1 NF-kB reporter: NOD1 signaling inhibitors, primary screen, cell-based, luminescence, uHTS (AID 1578); NOD1-driven NF-kB luciferase reporter cells, luminescence; higher % means a stronger effect; inhibition, % at 4 µM; hits with a dose series show EC50 in µM; 1% of 290,000 active; in the data active means inhibition mostly above about 36%, no sharp cut-off; inactive means mostly below about 34%;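 further: HEK-293T reporter cells stimulated with the NOD1 agonist gamma-tri-DAP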
MgcRacGAP inhibition: MgcRacGAP GTPase-activating activity inhibitors, confirmation, biochemical, ADP Hunter fluorescence; Rac GTPase-activating protein 1 (Homo sapiens); MgcRacGAP-stimulated Rac1 GTP hydrolysis, ADP Hunter fluorescence; higher % means a stronger effect; GST-tagged Rac1 F28L mutant substrate; one-dose inhibition, % at 30 µM; IC50 in µM for titrated hits; 0.6% of 340,000 active; AID 624330, 2012;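 active means first-screen hits whose inhibition reached a set limit at any dose in the follow-up dose series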;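 further: fluorescence reports GDP produced by GAP-driven GTP hydrolysis; strong numbers were not always called active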
KOR beta-arrestin-1: KOR antagonists, beta-arrestin recruitment, cell-based, luminescence, uHTS (AID 1778); inhibition, % at 10 µM, or IC50 in µM where a hit was titrated; KOR beta-arrestin recruitment, luminescence, antagonist mode; higher % means a stronger effect; Kappa-type opioid receptor (Homo sapiens); 0.091% of 290,000 active; in the data active means inhibition above about 50%; further: strong numbers were not always called active
NTR1 ag: agonists of NTR1, primary screen, imaging, U2OS cells, beta-arrestin-GFP, high content (AID 493036); NTR1-U2OS beta-arrestin-GFP spot imaging, agonist mode; Neurotensin receptor type 1 (Homo sapiens), P30989; activation, % at 20 µM; 0.17% of 330,000 active;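 active means activation at or above 40% of the spot to cytoplasm intensity ratio, with at least 20 cells analyzed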;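 further: 0% = DMSO without peptide and 100% = 100 nM NTR1 peptide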
Target sequence (P30989 whole entry, looked up): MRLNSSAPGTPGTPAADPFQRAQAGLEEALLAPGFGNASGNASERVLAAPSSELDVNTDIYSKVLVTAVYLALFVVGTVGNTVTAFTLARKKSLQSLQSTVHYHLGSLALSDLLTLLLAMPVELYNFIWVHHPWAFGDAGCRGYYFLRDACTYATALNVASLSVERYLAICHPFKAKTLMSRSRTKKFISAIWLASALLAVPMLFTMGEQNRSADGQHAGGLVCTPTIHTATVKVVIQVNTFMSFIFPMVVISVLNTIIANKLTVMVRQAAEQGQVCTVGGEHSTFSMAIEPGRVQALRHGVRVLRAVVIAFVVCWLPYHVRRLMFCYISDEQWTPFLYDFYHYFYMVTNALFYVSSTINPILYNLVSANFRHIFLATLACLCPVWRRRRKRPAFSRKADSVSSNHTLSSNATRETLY
KOR beta-arrestin-2: KOR agonists, beta-arrestin recruitment, primary screen, cell-based, luminescence, uHTS (AID 1777); Kappa-type opioid receptor (Homo sapiens); KOR beta-arrestin recruitment, luminescence; higher % means a stronger effect; one-dose activation, % at 10 µM; EC50 in µM for titrated hits; 0.02% of 280,000 active; in the data active means activation above about 50%, passing the limit was not always enough; further: a part of the inactive calls stands beside numbers as strong as those of hits
GPR35 antagonists: GPR35 antagonists blocking zaprinast-driven arrestin recruitment, primary screen, imaging, U2OS, beta-arrestin-GFP, zaprinast agonist (AID 2058). G-protein coupled receptor 35 (Homo sapiens). U2OS GPR35 beta-arrestin-GFP translocation imaging, zaprinast antagonism; higher % means a stronger effect. inhibition, % at 10 µM, or IC50 in µM where a hit was titrated. 0.052% of 290,000 active;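 active means inhibition of at least 50% with at least 30 cells and total cytoplasm GFP at most 10,000,000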
GPR55 antagonists: GPR55 antagonists blocking LPI-driven arrestin recruitment, primary screen, imaging, U2OS, beta-arrestin-GFP, LPI agonist (AID 2013). U2OS GPR55 beta-arrestin-GFP translocation imaging, LPI antagonism; higher % means a stronger effect. one-dose inhibition, % at 10 µM; IC50 in µM for titrated hits. 0.13% of 290,000 active;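 active means spots per cell inhibited over 60%, with over 100 cells counted and total cytoplasm intensity under 500,000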;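 further: U2OS cells stably carrying GPR55 and arrestin-GFP stimulated by 5 µM LPI near EC80; imaged beta-arrestin-GFP aggregate spots per cell after agonist stimulation; plate controls were LPI-stimulated DMSO wells for no effect and DMSO wells without LPI for full effect; some results filed as inactive read as strong as hits; confirmed hits need IC50 under 10 µM and bright autofluorescent wells are also inconclusive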
GPR55 activation: GPR55 agonists via beta-arrestin recruitment, primary screen, imaging, U2OS cells, beta-arrestin-GFP redistribution (AID 1961); G-protein coupled receptor 55 (Homo sapiens); U2OS GPR55 beta-arrestin-GFP redistribution imaging; higher % means a stronger effect; activation, % at 10 µM; hits with a dose series show EC50 in µM; 0.048% of 290,000 active;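 active means activation above 40% with more than 50 cells counted in the well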;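 further: U2OS osteosarcoma cells stably expressing GPR55 and beta-arrestin-GFP; plate controls were DMSO negative control for no effect and LPI positive control for full effect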
NTR1 ag cell count 20 µM: second read-out of NTR1 ag, no call of its own (marks repeat the call); cell count; measured here: cell count, cytotoxicity flag
Numbers without * were called inactive; [ ] = dose if it differs, or a comment. This is a subset, so the mix of outcomes need not match the whole.

Screening CS(=O)(=O)C1=NSC2=NC(=O)/C(=C\c3cccn3-c3ccc(Cl)cc3)C(=N)N21 returned K1F lysis inhibition -3.3%[50 µM], NOD1 NF-kB reporter -2.1%, MgcRacGAP inhibition 22.1%, KOR beta-arrestin-1 -16.6%, KOR beta-arrestin-2 10.2%, GPR35 antagonists -9.9%, GPR55 antagonists 4.1% and GPR55 activation -0.3%.
For COC(=O)c1ccccc1-c1cn(C)c2ccccc2c1=O the results were K1F lysis inhibition 0.2%, NOD1 NF-kB reporter -2.7%, MgcRacGAP inhibition 9.5%, KOR beta-arrestin-1 4.2%, NTR1 ag -0.5, KOR beta-arrestin-2 -12.6%, GPR35 antagonists 10.8%, GPR55 antagonists 3.1%, GPR55 activation -0.1% and NTR1 ag cell count 20 µM 88.
For Cc1cc(C)cc(N=c2c([N+](=O)[O-])nn(-c3ccc(Cl)cc3)n2O)c1 the results were K1F lysis inhibition 0.2%, NOD1 NF-kB reporter 15.4%, MgcRacGAP inhibition 8.2%, KOR beta-arrestin-1 8.9%, NTR1 ag 8.7, KOR beta-arrestin-2 2.7%, GPR35 antagonists -3.7%, GPR55 antagonists -11.7%, GPR55 activation 0.0% and NTR1 ag cell count 20 µM 55.
`COc1ccc(C(C(=O)NC2CCCC2)N(C(=O)c2ccco2)c2cccc(C(C)=O)c2)cc1OC` (stereo not given) gave K1F lysis inhibition 0.3%, NOD1 NF-kB reporter -23.5%, MgcRacGAP inhibition 3.5%, KOR beta-arrestin-1 12.1%, NTR1 ag 0.5, KOR beta-arrestin-2 1.8%, GPR35 antagonists -20.6%, GPR55 antagonists 4.5%, GPR55 activation -0.2% and NTR1 ag cell count 20 µM 67.
`O=C(Nc1c(Cl)ccc2nsnc12)c1ccc([N+](=O)[O-])o1` gave K1F lysis inhibition -1.0%, MgcRacGAP inhibition 6.1%, KOR beta-arrestin-1 -42.1%, NTR1 ag 7.1, KOR beta-arrestin-2 5.6%, GPR35 antagonists -10.4%, GPR55 antagonists -28.7%, GPR55 activation 0.3% and NTR1 ag cell count 20 µM 71.
Screening CCOC(=O)C1=CN(Cc2ccc(OC)cc2)C=C(C(=O)OCC)C1c1cccs1 returned K1F lysis inhibition -1.2%, NOD1 NF-kB reporter -21.7%, MgcRacGAP inhibition 1.5%, KOR beta-arrestin-1 18.0%, NTR1 ag 1.7, KOR beta-arrestin-2 1.9%, GPR35 antagonists -27.7%, GPR55 antagonists 11.7%, GPR55 activation -0.1% and NTR1 ag cell count 20 µM 61.
Screening CCOP(=O)(c1ccc(N(C)C)cc1)C(O)c1ccc(OC)cc1 (stereo not given) returned K1F lysis inhibition 0.1%, NOD1 NF-kB reporter -13.6%, MgcRacGAP inhibition 4.8%, KOR beta-arrestin-1 -32.6%, NTR1 ag 0.2, KOR beta-arrestin-2 3.8%, GPR35 antagonists 4.3%, GPR55 antagonists 1.5%, GPR55 activation -0.1% and NTR1 ag cell count 20 µM 89.
Cc1ccc(-c2c[n+](CC(=O)Nc3nc(-c4ccc(F)cc4)cs3)c3n2CCC3)cc1 was read as K1F lysis inhibition inactive, NOD1 NF-kB reporter -31.4%, MgcRacGAP inhibition 15.4%, KOR beta-arrestin-1 0.5%, NTR1 ag 4.3, KOR beta-arrestin-2 -2.3%, GPR35 antagonists -15.7%, GPR55 antagonists 8.4%, GPR55 activation -0.3% and NTR1 ag cell count 20 µM 47.
Screening C/C(=N\Nc1ncc(Cl)cc1Cl)c1cccs1 returned K1F lysis inhibition 0.6%, NOD1 NF-kB reporter -63.9%, MgcRacGAP inhibition 4.8%, KOR beta-arrestin-1 1.2%, NTR1 ag -1.0, KOR beta-arrestin-2 -3.9%, GPR35 antagonists -7.9%, GPR55 antagonists 5.9%, GPR55 activation 0.7% and NTR1 ag cell count 20 µM 48.
`CCOc1cc(/C=N\NC(=O)c2ccc(NC(=O)C(C)(C)C)cc2)ccc1OC(=O)c1cccc(C)c1` gave K1F lysis inhibition 0.1%, NOD1 NF-kB reporter -23.2%, MgcRacGAP inhibition 2.8%, KOR beta-arrestin-1 -12.2%, NTR1 ag 4.3, KOR beta-arrestin-2 -1.8%, GPR35 antagonists 4.1%, GPR55 antagonists 25.3%, GPR55 activation -0.2% and NTR1 ag cell count 20 µM 72.
For Cc1ccccc1NC(=O)c1ccc(Cl)c(NC(=O)c2ccncc2)c1 the results were K1F lysis inhibition 1.9%[50 µM], NOD1 NF-kB reporter -23.7%, MgcRacGAP inhibition 7.7%, KOR beta-arrestin-1 -1.3%, NTR1 ag -0.7, KOR beta-arrestin-2 0.0%, GPR35 antagonists 4.8%, GPR55 antagonists -2.8%, GPR55 activation 0.5% and NTR1 ag cell count 20 µM 63.
Screening CC(=O)N1CCN=C1SCc1ccc(C)cc1 returned K1F lysis inhibition 1.4%, NOD1 NF-kB reporter -8.1%, MgcRacGAP inhibition 1.8%, KOR beta-arrestin-1 -11.8%, NTR1 ag 1.9, KOR beta-arrestin-2 -4.3%, GPR35 antagonists 4.8%, GPR55 antagonists 1.5%, GPR55 activation -0.3% and NTR1 ag cell count 20 µM 80.
For CCOc1ccc2nc(CN3CCN(Cc4ccccc4OCC)C(CCO)C3)ccc2c1 (stereo not given) the results were K1F lysis inhibition 0.0%, NOD1 NF-kB reporter -1.4%, MgcRacGAP inhibition 8.6%, KOR beta-arrestin-1 -18.1%[20 µM], NTR1 ag -0.1, KOR beta-arrestin-2 -3.1%, GPR35 antagonists -4.4%, GPR55 antagonists -13.1%, GPR55 activation -0.2% and NTR1 ag cell count 20 µM 67.
Screening Cc1cc(Cl)cc(C)c1OCCCCN1CCOCC1 returned K1F lysis inhibition 2.1%, NOD1 NF-kB reporter -18.8%, MgcRacGAP inhibition 17.0%, KOR beta-arrestin-1 -3.8%, NTR1 ag -1.0, KOR beta-arrestin-2 -2.9%, GPR35 antagonists 7.8%, GPR55 antagonists 10.4%, GPR55 activation 0.1% and NTR1 ag cell count 20 µM 42.
Nc1ccccc1-c1nnc(SCc2ccccc2Cl)[nH]c1=O was read as K1F lysis inhibition -0.6%, NOD1 NF-kB reporter -21.1%, MgcRacGAP inhibition 1.8%, KOR beta-arrestin-1 -16.6%, NTR1 ag 2.9, KOR beta-arrestin-2 -1.0%, GPR35 antagonists -4.3%, GPR55 antagonists 10.0%, GPR55 activation -0.1% and NTR1 ag cell count 20 µM 73.
Screening O=C(CCN1C(=O)COc2ccccc21)NCc1cccnc1 returned K1F lysis inhibition 1.1%, NOD1 NF-kB reporter -1.9%, MgcRacGAP inhibition 3.2%, KOR beta-arrestin-1 14.5%, NTR1 ag 0.4, KOR beta-arrestin-2 9.5%, GPR35 antagonists -1.7%, GPR55 antagonists -1.0%, GPR55 activation 1.6% and NTR1 ag cell count 20 µM 63.
`COc1ccc(OC)c(S(=O)(=O)N(C)CC(=O)N2CCOCC2)c1` gave K1F lysis inhibition 1.7%[50 µM], NOD1 NF-kB reporter -0.9%, MgcRacGAP inhibition 5.7%, KOR beta-arrestin-1 8.7%, NTR1 ag 1.2, KOR beta-arrestin-2 -0.9%, GPR35 antagonists 4.5%, GPR55 antagonists 7.7%, GPR55 activation 0.6% and NTR1 ag cell count 20 µM 71.
For CC1=C(C#N)C(c2ccc(O)cc2)C(C#N)=C(C)N1 the results were K1F lysis inhibition 14.8%, NOD1 NF-kB reporter -0.1%, MgcRacGAP inhibition 11.8%, KOR beta-arrestin-1 -0.3%, NTR1 ag -0.5, KOR beta-arrestin-2 -1.0%, GPR35 antagonists 4.2%, GPR55 antagonists -5.1%, GPR55 activation 0.0% and NTR1 ag cell count 20 µM 48.
`O=[N+]([O-])c1c(NCCO)cc(N2CCCCC2)c2nonc12` gave K1F lysis inhibition 0.4%, NOD1 NF-kB reporter -33.4%, MgcRacGAP inhibition 17.3%, KOR beta-arrestin-1 -19.3%, NTR1 ag 0.6, KOR beta-arrestin-2 -4.8%, GPR35 antagonists 14.5%, GPR55 antagonists 6.2%, GPR55 activation 0.3% and NTR1 ag cell count 20 µM 69.
CC(C(=O)N1CCCc2ccccc21)N1CCN(S(=O)(=O)c2ccccc2F)CC1 (stereo not given) was read as K1F lysis inhibition 0.1%, NOD1 NF-kB reporter 5.9%, MgcRacGAP inhibition 1.6%, KOR beta-arrestin-1 8.9%, NTR1 ag -1.1, KOR beta-arrestin-2 4.8%, GPR35 antagonists 11.5%, GPR55 antagonists 13.7%, GPR55 activation 0.8% and NTR1 ag cell count 20 µM 47.
Screening CCOC(=O)CSc1cc(C(F)(F)F)nc(-c2ccccn2)n1 returned K1F lysis inhibition 0.9%, NOD1 NF-kB reporter 7.3%, MgcRacGAP inhibition 6.7%, KOR beta-arrestin-1 -12.1%, NTR1 ag 3.9, KOR beta-arrestin-2 -16.3%, GPR35 antagonists 9.8%, GPR55 antagonists -2.1%, GPR55 activation 0.0% and NTR1 ag cell count 20 µM 81.
For Cc1nn(-c2ccccn2)c2c1C(c1ccncc1)C1=C(CC(C)(C)CC1=O)N2 (stereo not given) the results were K1F lysis inhibition -0.9%, NOD1 NF-kB reporter -9.9%, MgcRacGAP inhibition 13.8%, KOR beta-arrestin-1 8.2%, NTR1 ag 1.0, KOR beta-arrestin-2 -0.6%, GPR35 antagonists -0.5%, GPR55 antagonists -5.3%, GPR55 activation 0.3% and NTR1 ag cell count 20 µM 78.
O=C1CC(c2cc(Br)ccc2F)c2cc3c(cc2N1)CCC3 (stereo not given) was read as K1F lysis inhibition 6.9%, MgcRacGAP inhibition 2.0%, KOR beta-arrestin-1 -60.5%, NTR1 ag 12.1, KOR beta-arrestin-2 2.1%, GPR35 antagonists 5.6%, GPR55 antagonists 11.8%, GPR55 activation -0.2% and NTR1 ag cell count 20 µM 84.
Screening CC1CCCCC1N(C)C1CCN(C(=O)CNC(=O)/C=C/c2cccc(Cl)c2)CC1 (stereo not given) returned K1F lysis inhibition 0.2%, NOD1 NF-kB reporter 16.9%, KOR beta-arrestin-1 -23.7%, NTR1 ag -1.3, KOR beta-arrestin-2 8.1%, GPR35 antagonists -9.2%, GPR55 antagonists -7.2%, GPR55 activation 1.0% and NTR1 ag cell count 20 µM 49.

Compound activity: PubChem, several laboratories
